Screens (PubChem BioAssay)
SRC2 inh – inhibition of GAL4-SRC2 driven luciferase reporter, primary screen, SRC2 inhibitor project, cell-based, luminescence; HEK293 GAL4-SRC2 luciferase reporter; 0.17% of 370,000 active; Nuclear receptor coactivator 2 (Homo sapiens), Q15596; inhibition, % at 9 µM;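 active = inhibition above the mean inhibition of all tested compounds plus 3 SD, set per campaign, cut at about 52% in these data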;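 also: 0% = DMSO treated cells and 100% = cells given Gossypol at 36 µM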
COUP-TFII inh – NR2F2 transcriptional activity inhibitors, primary screen, cell-based, luciferase reporter, HEK293T, luminescence; COUP transcription factor 2 (Homo sapiens), P24468; HEK293T NGFI-A luciferase reporter; inhibition, % at 8.6 µM; 0.7% of 370,000 active; AID 686940, 2013;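 active = inhibition above a per-plate cutoff, mean inhibition of test wells between control levels plus 3 SD, cut at about 38% in these data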;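 also: cells cotransfected with COUP-TFII expression vector driving the NGFI-A reporter; 0% = median of COUP-TF2 test wells and 100% = reporter-only cells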
Target sequence (P24468 whole entry, looked up): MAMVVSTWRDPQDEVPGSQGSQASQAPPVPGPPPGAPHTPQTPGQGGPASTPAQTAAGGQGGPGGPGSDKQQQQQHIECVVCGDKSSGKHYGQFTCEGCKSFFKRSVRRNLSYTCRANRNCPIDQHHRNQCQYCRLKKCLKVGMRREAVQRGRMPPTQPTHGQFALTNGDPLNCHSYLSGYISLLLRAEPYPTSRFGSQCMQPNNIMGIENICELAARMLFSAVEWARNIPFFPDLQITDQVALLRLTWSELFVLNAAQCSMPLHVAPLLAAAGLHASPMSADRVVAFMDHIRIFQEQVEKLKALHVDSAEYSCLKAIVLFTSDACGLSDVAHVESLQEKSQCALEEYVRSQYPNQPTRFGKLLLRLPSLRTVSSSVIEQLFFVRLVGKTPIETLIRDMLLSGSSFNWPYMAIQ
Active calls of the source: *. Some of the compounds tested, so the mix of outcomes need not match the whole.

SMILES	SRC2 inh	COUP-TFII inh
CCCCCCCCN1C(=O)[C@@H](CC(=O)NCCc2ccccc2OC)C[C@@]2(C(=O)OC)C1=C[C@H](C(C)C)O[C@@H]2C1CC1	29	9
O=C(CC1Sc2ncnn2C1=O)Nc1ccc(Cl)cc1 (stereo not given)	7	15
O=C(N[C@@H](Cc1cccnc1)C(=O)N1CCC[C@H]1C(=O)NCCc1ccccc1Cl)c1cccs1	5	-6
COC(=O)C[C@H]1CC[C@@H]2[C@@H](COc3ccc(NC(=O)c4ccno4)cc3C(=O)N2C)O1	19	-6
COC(=O)c1cc(S(=O)(=O)N2CCCN(C(C)=O)CC2)cn1C	11	11
Cc1ccc2nc(-c3ccco3)c(Cc3ccccc3C(F)(F)F)n2c1	6	5
CCc1ccc(C2=CC(=O)CC(C)(C)C2=O)cc1	1	4
COc1ccc([C@H]2OC(=O)C[C@@H]2C(=O)N2CCCCC2)cc1OC	-42	-7
COC(=O)[C@]12C[C@H](CC(=O)NCc3ccc(C)o3)C(=O)N(Cc3ccc(Cl)cc3Cl)C1=C[C@H](C(C)(C)C)O[C@@H]2C	12	5
C[C@@H]1COc2cc(Br)ccc2S(=O)(=O)N1Cc1cn(CC2CCCCC2)nn1	-28	8
Cc1cccc(C)c1OCc1nnc(SCC(=O)O)n1-c1c(C)cccc1C	-32	-21
CCCCC[C@H](O)/C=C/[C@@H]1[C@H]2C/C(=C/CCCC(=O)O)O[C@H]2C[C@H]1O	7	-3
Cc1ccc(S(=O)(=O)N2CCCC2C(=O)N2CCc3ccccc3C2)cc1C (stereo not given)	7	0
CCOC(=O)CN1C(=O)[C@]2(OCCC=C[C@H]2C)c2c(Br)cccc21	6	-27
CN(Cc1ccco1)C(=O)CN1C(=O)C2(OCCCO2)c2ccccc21	10	19
CCOCC(=O)NC(=O)N1C[C@H]2CON(C)[C@H]2C[C@H]1c1ccc(OC)cc1	23	-4
COc1ccc(CNS(=O)(=O)/C=C/c2ccc(F)cc2CNC(=O)OC(C)(C)C)cc1	-6	-4
Oc1ccccc1C=NC(N=Cc1ccccc1O)c1ccccc1O (stereo not given)	-29	5
CCOc1ccc(-n2c(SCC(=O)Nc3cccc4ccccc34)nnc2-c2ccco2)cc1	-30	13
CC(c1ccc(Cl)cc1)N(CCN(C)C)c1ccccn1 (stereo not given)	4	1
CC(C)C[C@@H]1COc2cc(N3CCCC3)ccc2S(=O)(=O)N1C	-22	-12
COC(=O)[C@]12C[C@H](CC(=O)NCc3ccc(C)o3)C(=O)N(CCC3=CCCCC3)C1=C[C@H](COCc1ccccc1)O[C@@H]2C	-15	16
CCOC(=O)CC[C@@H]1CC[C@]2(CCCN(C(=O)c3ccccc3)C2)O1	-9	10
COC(=O)[C@H](Cc1ccccc1)N(Cc1cn(Cc2ccccc2)nn1)S(=O)(=O)c1ccccc1Br	18	1
COC(=O)C1=C(C)N(Cc2ccccc2C(F)(F)F)C(=NCc2ccc(C(F)(F)F)cc2)NC1c1ccc(C(F)(F)F)cc1 (stereo not given)	2	-2
C#CCNC(=O)C[C@@H]1C(=O)N(CCc2ccc(Cl)cc2)/C2=C/CCCCC[C@@]21C(=O)OCC	-1	16
O=C1CSC(c2cccs2)N1c1nncs1 (stereo not given)	-43	-6
CN1OC[C@@H]2CN(Cc3ccc4c(c3)OCO4)[C@H](c3ccc(-n4ccnc4)cc3)C[C@@H]21	-10	-19
N#C/C(=C\c1ccc(-c2cccc([N+](=O)[O-])c2)o1)c1nnc(N2CCOCC2)n1-c1ccccc1	5	9
CCCNC(=O)C[C@H]1CC[C@H]2[C@@H](COc3ccc(NC(=O)c4cncs4)cc3C(=O)N2C)O1	-26	-3
CC1=C(C(=O)OCc2ccccc2)C(c2ccccc2OS(=O)(=O)c2ccc(C)cc2)NC(=O)N1CCCC(=O)O (stereo not given)	14	0
COC(=O)C1=C(C)N(Cc2ccc(C(F)(F)F)cc2)C(=NCc2ccccc2)NC1c1ccc(C(F)(F)F)cc1 (stereo not given)	-13	5
O=C(NCc1ccccc1)[C@H]1CCCN1C(=O)[C@H]1CCCN1C(=O)c1cccc2ccccc12	-1	19
CCCCc1c(-c2ccccc2OC)ncn1Cc1c(F)cccc1F	-11	0
CCCCN1C(=O)N2Cc3ccccc3C2CS1(=O)=O (stereo not given)	-57	-51
O=C(CN(CCc1ccccc1)S(=O)(=O)c1ccc(F)cc1)N1CCOCC1	-34	-10
CCOC(=O)N1CCN(C(=O)C[C@H]2C[C@@]3(C(=O)OC)C(=C[C@H](C(C)C)O[C@@H]3C3CC3)N(Cc3ccccc3)C2=O)CC1	1	-4
Nc1ccn([C@@H]2O[C@H](C(=O)N[C@H](Cc3ccccc3)C(=O)N3CCN(C(=O)N4CCCCC4)CC3)[C@@H](O)[C@H]2O)c(=O)n1	-11	-9
CN1C(=O)c2cc(NC(=O)C3CCOCC3)ccc2OC[C@@H]2O[C@@H](CC(=O)NCc3ccccc3F)CC[C@@H]21	-9	-4
Cc1ccc(CNC(=O)C2c3ccccc3C(=O)N(C)C2c2c[nH]c3ccccc23)o1 (stereo not given)	-7	5
CCOC(=O)[C@]12CCCCC/C=C\1N(CCc1ccc(Cl)cc1)C(=O)[C@H]2CC(=O)N1CCOCC1	11	14
CC(C)Oc1cccc(-c2n[nH]c(=S)n2N=Cc2ccc(O)cc2O)c1	-8	12
CN(CCOC(=O)c1cc2ccccc2o1)C1CN(Cc2cn(Cc3ccccc3C(F)(F)F)nn2)S(=O)(=O)C1 (stereo not given)	3	1
COC(=O)c1cc2c(c3c4cc(C)ccc4n(S(=O)(=O)c4cccc(C)c4)c13)C(=O)N(Cc1ccc(C(F)(F)F)cc1)C2	17	0
COCc1[nH]nc2c1C(c1cccc(C(F)(F)F)c1)NC2=O (stereo not given)	8	-14

5 entries already listed, ordered by their value in SRC2 inh, highest first.
canonical_smiles | SRC2 inh | COUP-TFII inh
CCCCC[C@H](O)/C=C/[C@@H]1[C@H]2C/C(=C/CCCC(=O)O)O[C@H]2C[C@H]1O | 7 | -3
Cc1ccc(CNC(=O)C2c3ccccc3C(=O)N(C)C2c2c[nH]c3ccccc23)o1 (stereo not given) | -7 | 5
CN1C(=O)c2cc(NC(=O)C3CCOCC3)ccc2OC[C@@H]2O[C@@H](CC(=O)NCc3ccccc3F)CC[C@@H]21 | -9 | -4
CN1OC[C@@H]2CN(Cc3ccc4c(c3)OCO4)[C@H](c3ccc(-n4ccnc4)cc3)C[C@@H]21 | -10 | -19
CC(C)C[C@@H]1COc2cc(N3CCCC3)ccc2S(=O)(=O)N1C | -22 | -12

Single records (already shown). Order of screens: SRC2 inh, COUP-TFII inh
CCCCN1C(=O)N2Cc3ccccc3C2CS1(=O)=O (stereo not given) reads -57, -51
COC(=O)c1cc2c(c3c4cc(C)ccc4n(S(=O)(=O)c4cccc(C)c4)c13)C(=O)N(Cc1ccc(C(F)(F)F)cc1)C2 reads 17, 0
CN1C(=O)c2cc(NC(=O)C3CCOCC3)ccc2OC[C@@H]2O[C@@H](CC(=O)NCc3ccccc3F)CC[C@@H]21 reads -9, -4
CCCCc1c(-c2ccccc2OC)ncn1Cc1c(F)cccc1F reads -11, 0
CCOC(=O)[C@]12CCCCC/C=C\1N(CCc1ccc(Cl)cc1)C(=O)[C@H]2CC(=O)N1CCOCC1 reads 11, 14

(more compounds)
SMILES	SRC2 inh	COUP-TFII inh
COC(=O)[C@]12C[C@H](CC(=O)NCCCN3CCCC3=O)C(=O)N(Cc3cccc4ccccc34)C1=C[C@H](C1CCCC1)O[C@@H]2C	9	-14
O=C(OCCN1CCCC12CCC(c1ccccc1)CC2)c1ccccc1 (stereo not given)	-5	2
CN(N=Cc1ccc2c(c1)OCO2)C(=O)c1ccccc1N	-10	-17
C=CCN=C1NC(c2ccccc2)C(C(=O)OC)=C(C)N1Cc1ccccc1C(F)(F)F (stereo not given)	-5	-7
CCN(CC)C(=O)CC[C@@H]1CC[C@]2(CCCN(Cc3cccc4ccccc34)C2)O1	23	9
COCCCNC(=O)C[C@H]1C[C@@]2(C(=O)OC)C(=C[C@H](C(C)(C)C)O[C@@H]2C)N(Cc2ccc(Cl)cc2Cl)C1=O	17	7
COC(=O)c1cc(C)oc1C	-21	-11
Cc1cccc(NC(=O)C2CCCN(c3nnc(-n4cccc4)s3)C2)c1C (stereo not given)	22	10
COC(=O)C1=C(C)N(C)C(=NCc2ccccc2)NC1c1cccc(Cl)c1 (stereo not given)	-8	-28
CCN(CC)c1c2c(nc3ncnn13)CCCC2	1	3
CC(OC(=O)c1ccc2ncsc2c1)C(=O)N1CCCC1 (stereo not given)	-32	-14
C#CCNC(=O)C[C@H]1C[C@@]2(C(=O)OC)C(=C[C@H](C(C)(C)C)O[C@@H]2C)N(Cc2ccc3c(c2)OCO3)C1=O	-1	6
O=C(N/N=C/c1cccs1)c1cccc(NC(=O)c2ccc(Cl)cc2)c1	-3	-4
COc1ccccc1NC(=O)OC[C@@H]1CSCCS(=O)(=O)N1	-18	2
C=CC[C@@H]1NN2C(=O)[C@@H](CCCC)[C@@H]3c4ccccc4C=NN3[C@@H]2c2ccccc21	7	26
COc1ccc(C2CC(=O)C(c3ccc(C)cc3)=CN2Cc2ccccc2)cc1 (stereo not given)	-11	-1
O=C(NCc1ccco1)C1CCCN(S(=O)(=O)c2cccc3nonc23)C1 (stereo not given)	-6	22
COC(=O)[C@]12C[C@H](CC(=O)NCc3cccc4ccccc34)C(=O)N(CCC3=CCCCC3)C1=C[C@H](COCc1ccccc1)O[C@@H]2C	-19	-9
O=C(CCc1ccccc1)Oc1ccccc1[N+](=O)[O-]	6	11
CCN(CC)C(=O)CC[C@H]1CC[C@]2(CCCN(Cc3cccnc3)C2)O1	8	14
Cc1cc(O)cc(=O)n1-c1cccc(Br)c1	14	-7
CCCN(CCC)CCc1cccc2c1CC(=O)N2	-9	0
Cc1cccc(Cl)c1-n1nnnc1C1(C)CSCC(=O)N1Cc1ccc(F)cc1 (stereo not given)	15	-6
COC(=O)[C@]12C[C@H](CC(=O)N3CCCCC3)C(=O)N(Cc3cccc4ccccc34)C1=C[C@H](C1CCCC1)O[C@@H]2C	2	1
CC(=O)N1c2cc(S(=O)(=O)N3CCN(c4ccccc4F)CC3)c(Br)cc2CC1C (stereo not given)	19	13
COc1ccc(CN2CN3Cc4ccc(C)cc4C3CS2(=O)=O)cc1 (stereo not given)	3	-4
CC[C@H](CCC(=O)N(c1ccccc1)c1ccccc1)c1ccc(C)cc1	0	12
COc1ccc(C#Cc2ccc3c(c2)[C@H]2[C@H](CCN2S(=O)(=O)c2ccccc2F)[C@H](CO)N3C)cc1	34	7
C=CCN(C)CC#Cc1ccc(C)cc1	-9	-13
C[N+]1(CC(=O)NNc2c3ccccc3nc3ccccc23)CCOCC1	17	-16
Cc1ccc(C2CC(C(F)(F)F)n3nc(C(=O)NCC4CCCO4)cc3N2)cc1 (stereo not given)	16	8
COC(=O)c1cc(-c2ccccc2OC)c(=O)n2c1CCC2	-38	17
O=S(=O)(c1ccc(C(F)(F)F)cc1)N1CCCc2nc(-c3ccc(Br)cc3)ccc21	-18	-16
COc1cccc(Cn2cc(COC(=O)N(C)Cc3ccccc3)nn2)c1	-14	-12
CC(=O)CC[C@H]1CC[C@]2(CCCN(Cc3nccn3C)C2)O1	9	8
O=C(O)C1CCCCC1C(=O)Nc1cc(Cl)ccc1Cl (stereo not given)	-5	12
Cc1ccccc1-c1ccc2c(c1)[C@@H]1C[C@H]3[C@@H](CN1CC2)[C@H](C)OC(C1CCCCC1)N3C (stereo not given in full)	1	-4
CC(COc1cc(F)cc(F)c1)CN1CCC(C(O)(c2ccccc2)c2ccccc2)CC1 (stereo not given)	9	-3
C=CCN(C(=O)[C@@H](CCCC)[C@@H](O)c1ccc(C(C)=O)cc1)c1ccccc1	-37	-26
COc1ccc(-n2c(SCC(=O)Nc3ccc(S(=O)(=O)Nc4nccs4)cc3)nnc2-c2cccs2)cc1	-6	4
O=C(C1CCN(c2ncnc3c2sc2cccc(F)c23)CC1)N1CCN(Cc2ccc(F)cc2)CC1	-12	10
COc1ccccc1CNC(=O)c1cn(C)c2ccc(S(=O)(=O)N3CCCCC3)cc2c1=O	-6	-3
CC(=O)O[C@@H]1C=C[C@@H](C#Cc2ccc(C(C)(C)C)cc2)O[C@@H]1COC(=O)NC(C)C	17	16
COC(=O)[C@]12C[C@H](CC(=O)N3CCC(c4ccccc4)CC3)C(=O)N(Cc3ccccc3)C1=C[C@H](C(C)C)O[C@@H]2C1CC1	-6	10
COC(=O)[C@]12C[C@H](CC(=O)NCCc3ccccc3OC)C(=O)N(Cc3ccc(Cl)cc3Cl)C1=C[C@H](C(C)(C)C)O[C@@H]2C	-5	10
COc1ccc(CN2C(=O)CCCC2(C)c2nnnn2-c2ccc3c(c2)OCCO3)cc1 (stereo not given)	-16	-1
O=C(O)[C@@H]1C[C@@H](O)CN1	-3	-15
CCOC(=O)[C@]12CCCCC/C=C\1N(CCc1ccc(Cl)cc1)C(=O)[C@H]2CC(=O)N1CCCCC1	-12	-20
Cc1nn(-c2ccccc2)c2sc(C(=O)N3CCN(C(c4ccccc4)c4ccc(Cl)cc4)CC3)cc12 (stereo not given)	-5	-18
CN1CCN(c2ccc3c(c2)Oc2ccccc2CN(Cc2cn(Cc4ccc(F)cc4)nn2)S3(=O)=O)CC1	-11	-16
C[C@@H]1NC(=O)[C@H](CC(N)=O)NC(=O)c2cc([N+](=O)[O-])cc(I)c2OCC[C@@H](C(=O)NC(CC(=O)O)C(N)=O)NC1=O (stereo not given in full)	-13	2
CC(=O)c1cc(-c2ccccc2)n(CC(=O)NCc2ccc(Cl)cc2)c1C	14	28
